# Xi reactivation: activators of X-chromosome reactivation in mouse fibroblasts; XiGFP mouse fibroblasts, % GFP-positive cells imaging, 3 d; cells co-treated with 5-aza-dC sensitizer; scaled so ellipticine positive control = 100%; activation, % at 7.58 µM; 360,000 compounds, 0.055% hits; AID 743238;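 active = mean normalized replicate activation at least 10% and every replicate at or above 10%; inconclusive = only one of the two criteria met; inactive = mean below 10% and not all replicates reach 10%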;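 note: 0% = median of on-plate neutral control wells and 100% = ellipticine 6 µM median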
#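 System: 68-5-11 XiGFP fibroblast line | Buffer or medium: DMEM containing 5-aza-dC | Compound: Single point | Times: Compounds 3 days, fix/stain 15 min at room temperature | Benchmarks: Positive control ellipticine, 6 µM final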
# LGR2 antag: inhibitors of bursicon-induced Drosophila LGR2 receptor cAMP signaling. HEK293 LGR2, CRE-luciferase, bursicon-stimulated, 4 h. inhibition, % at 9.99 µM. 380,000 compounds, 0.35% hits. AID 720647;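 active = drop in luminescence signal, shown as inhibition above about 50% in the replicate tests, limit read from the data, passing the limit was not always enough; inconclusive = probably only some replicates passing the limit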;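 note: agonist challenge used bursicon conditioned medium at about half maximal strength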
# PGC1a acetyl inh: modulators of PGC1a acetylation; U2OS PGC1a acetylation, AlphaScreen anti-acetyl-lysine; with virally co-expressed GCN5 acetyltransferase; inhibition, % at 15.6 µM; 350,000 compounds, 0.17% hits; AID 651687;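 active = every replicate shows inhibition of at least 40%; inconclusive = mean inhibition at least 40% but some replicate below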;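 note: 0% = neutral control wells and 100% = positive control wells; some results beyond the cut were filed as inactive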
# ERAP1 inh: inhibitors of human ERAP1 aminopeptidase; AID 652197; recombinant ERAP1, Leu-AMC fluorescence, 60 min; inhibition, % at 10.7 µM; 340,000 compounds, 0.15% hits; Q9NZ08;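 active = mean replicate inhibition of at least 30%, or all replicates individually reaching that 30% level; inactive = mean below 30% and not every replicate reaching it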;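 note: 0% = neutral control wells and 100% = L-leucinethiol positive control wells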
# SIRT5 block: blocks human SIRT5 desuccinylation of peptide; Q9NXA8; Purified SirT5, succinyl-peptide AMC, trypsin-coupled fluorescence; inhibition, % at 15 µM; 330,000 compounds, 1.1% hits; AID 652115; in the data active = inhibition above about 15%; inconclusive = no clear call, values can overlap the other calls
# Target sequence (Q9NXA8 whole entry, looked up): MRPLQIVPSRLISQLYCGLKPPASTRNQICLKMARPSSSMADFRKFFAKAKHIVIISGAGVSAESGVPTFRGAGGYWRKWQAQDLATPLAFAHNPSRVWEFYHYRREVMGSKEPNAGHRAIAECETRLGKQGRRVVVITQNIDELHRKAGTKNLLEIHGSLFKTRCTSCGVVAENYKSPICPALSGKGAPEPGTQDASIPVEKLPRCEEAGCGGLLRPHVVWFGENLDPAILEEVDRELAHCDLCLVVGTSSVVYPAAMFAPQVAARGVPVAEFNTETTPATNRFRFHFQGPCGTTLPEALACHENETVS
# Cneo AK release: Cryptococcus neoformans lysis via adenylate kinase release; C. neoformans lysis, adenylate kinase release luminescence, 4 h; normalised: neutral wells 0, clomiphene wells 100; lysis activity, % at 15 µM; 360,000 compounds, 0.2% hits;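 active = mean lysis activity across replicates of at least 80%, whatever share of replicates individually reach that level; inactive = mean lysis activity below 80%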
#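 Test system: log-phase Cryptococcus neoformans yeast cells. Input: 5 × 10^6 yeast cells/mL. Medium: fresh YPD growth medium. Doses: single dose. Incubation: static 4 h at 37 °C with compound, 1 h detection. Measured by: luminescent adenylate kinase detection reagent. Read-out: signal increase indicating cell lysis. Benchmarks: Clomiphene.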
# S100A4 MyoIIA: blocks human S100A4 binding to myosin IIA peptide; P26447; S100A4/TAMRA-MyoIIA peptide fluorescence polarization; inhibition, % at 10.7 µM; 360,000 compounds, 0.14% hits; AID 652163;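 active = mean inhibition of at least 70% across replicates, with every replicate also reaching that level; inconclusive = mean inhibition reaches 70% but some replicates fall short; inactive = mean inhibition below 70%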
# Target sequence (P26447 whole entry, looked up): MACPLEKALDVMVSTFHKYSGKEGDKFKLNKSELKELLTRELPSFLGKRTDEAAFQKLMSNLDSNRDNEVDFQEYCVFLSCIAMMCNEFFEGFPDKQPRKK
#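 Assay system: human S100A4 monomer with TAMRA-labelled myosin IIA peptide / Buffer or medium: Calcium-containing HEPES buffer, pH 7.2 / Reagent: TAMRA-labelled myosin IIA heavy-chain peptide probe, 5 nM / Compound: one dose per compound / Timing: polarization read 5 min after assay mix addition, stable 5–60 min / Benchmarks: neutral control DMSO, positive control TFP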
# Statin myotox sup: protects C2C12 myotubes from simvastatin toxicity. 330,000 compounds, 0.78% hits. rescue of ATP level, % at 7.49 µM. ATP luminescence, 48 h; scaled: DMSO 0, geranylgeraniol control 100;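 active = mean ATP rescue above about 67%, or every replicate alone reaching that limit, limit read from the data, passing the limit was not always enough; inconclusive = no clear call, values can overlap the other calls; inactive = mean under the limit and some replicate under it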;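 note: myotubes were challenged with 10 µM simvastatin during compound exposure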
# The depositor's hits bear a star; ? = inconclusive; . = no result given; & = joins results of further samples.
SMILES	Xi reactivation	LGR2 antag	PGC1a acetyl inh	ERAP1 inh	SIRT5 block	Cneo AK release	S100A4 MyoIIA	Statin myotox sup
C[C@H](CO)N1C[C@H](C)[C@@H](CN(C)C(=O)Nc2ccccc2)Oc2ccc(NC(=O)C3CCCCC3)cc2CC1=O	0.1	-9.4	.	0.8	-4.9	-10.9	-11.0	7.1
O=C(C[C@@H]1CC[C@@H](NC(=O)c2ccncc2)[C@@H](CO)O1)NCCc1ccncc1	-0.6	-13.3	0.0	-0.1	-1.4	0.1	-15.2	-8.6
Cc1cccnc1NC(=O)C1CCN(S(=O)(=O)c2ccc3ccccc3c2)CC1	-0.1	-0.1	.	-6.7	8.6	3.2	-0.5	-7.5
Cc1cccc(OCC(=O)Nc2ccc(N3CCCC3)cc2)c1C	.	-18.1	-0.8	.	.	11.2	.	-6.0
Cn1cc(C=C2C(=O)CC(C)(C)CC2=O)c2ccccc21	0.0	-4.6	.	2.6	-3.0	.	-4.0	.
c1ccc(SC23CCCCN(CCC2)C32OCCO2)cc1 (stereo unspecified)	-0.1	4.5	.	-3.4	-0.6	.	5.5	.
C[C@H](CO)N1C[C@H](C)[C@H](CN(C)Cc2cncnc2)Oc2cc(-c3cccnc3)ccc2S1(=O)=O	-1.4	-9.6	8.7	-0.2	-1.0	-2.2	6.0	4.4
COc1ccccc1-c1nnc(NC(=O)c2ccc3ncsc3c2)o1	0.1	-75.7	5.0	3.7	20.5*	.	1.9	.
CCNC(=O)COC(=O)c1cc(C)nc2ccccc12	-0.2	4.0	.	-3.5	-2.1	.	-8.0	.
CC(C)c1cccc(C(C)C)c1NC(=S)Nc1cccc(Cl)c1	0.3	-3.7	4.0	2.2	-3.8	1.5	3.5	-16.7
COc1ccc(NC(=O)N[C@@H]2CC[C@@H](CCn3cc(-c4ccccc4F)nn3)O[C@@H]2CO)cc1	0.2	28.9	13.0	2.3	2.8	12.8	9.6	-2.7
COc1ccc(N2CCCC2)c(NC(=O)COc2ccccc2Cl)c1	0.3	-4.2	-1.7	4.6	-5.6	-0.3	48.1	-1.1
COc1ccccc1CNC(=O)C[C@H]1C[C@H]2c3cc(NS(=O)(=O)c4ccc(F)cc4)ccc3O[C@H]2[C@@H](CO)O1	0.1	-3.3	-1.5	-0.4	2.0	-10.9	-10.3	0.1
CC12C(=O)N(c3nccs3)C(=O)C1(C)C1CCC2O1 (stereo unspecified)	0.0	-6.7	2.9	0.2	.	-0.7	6.1	3.0
Cc1cccc(NC(=O)c2cccc(S(=O)(=O)N3CCc4ccccc4C3)c2)n1	0.2	4.3	3.6	1.5	-0.3	-5.3	2.8	-0.2
Cc1cc2nc(-c3ccncc3)cc(C(F)(F)F)n2n1	-0.1	-2.3	-3.7	-0.4	-2.8	.	-3.6	.
COCCNC(=O)C[C@@H]1CC[C@H]2[C@@H](COC[C@@H](O)CN2S(=O)(=O)c2ccccc2C)O1	-0.1	11.1	2.8	-7.3	-2.8	-0.7	6.8	-5.4
COc1ccc(C(CNC(=O)c2oc3ccc(C)cc3c2C)N2CCCCC2)cc1 (stereo unspecified)	0.0	3.9	10.6	2.3	2.8	1.3	3.0	-16.2
COCCOC(=O)C1=C(C)Nc2ncnn2C1c1ccco1 (stereo unspecified)	4.0	3.9	-4.0	5.3	-1.8	1.0	-18.1	-4.0
Cc1cc(OCC(=O)NC2CC(C)(C)NC(C)(C)C2)c2c(C)c(C)c(=O)oc2c1	0.1	6.8	1.7	3.6	-15.9	3.4	-3.0	17.7
CNC[C@H]1Oc2ncc(Br)cc2C(=O)N([C@@H](C)CO)C[C@@H]1C	0.0	-25.7	1.5	.	.	.	.	0.5
O=C(c1ccccn1)N1CC[C@@H]2[C@H](CO)Nc3ccc(-c4cccc(F)c4)cc3[C@@H]21	0.0	-10.3	-9.6	.	.	-11.9	.	18.7
CCO[C@@H]1OC(C(=O)N2CCN(Cc3ccc4c(c3)OCO4)CC2)=C[C@H](c2cn(C(C)=O)c3ccccc23)[C@H]1CCCO	0.0	-5.9	7.6&-28.3	2.1&2.5	-0.6&-3.2	-0.3&-8.6	1.6&11.4	20.9
Cc1ccc(S(=O)(=O)Nc2ccc3c(c2)C(=O)N([C@H](C)CO)C[C@H](C)[C@H](CN(C)C(=O)CCC(F)(F)F)OCCCC[C@H](C)O3)cc1	0.4	5.0	6.9	-1.2	13.1	-10.6	-1.2	.
O=C(Nc1ccon1)C12CC3CC(C1)CC(n1cnc([N+](=O)[O-])n1)(C3)C2	0.2	8.0	.	-0.4	0.0	-0.3	0.4	1.5
COc1ccccc1N1CCN(Cc2cc(=O)oc3cc(C)cc(C)c23)CC1	0.2	-6.1	-0.7	8.6	-2.8	1.2	6.3	-13.8
CSc1ccc(CNC(=O)C2(C)CCCN2C)cc1 (stereo unspecified)	0.3	-7.3	2.0	0.5	.	-1.6	7.0	-2.6
O=S(=O)(c1cccs1)N1CCCCN2[C@H](CO)[C@H](c3ccc(/C=C/c4ccccc4)cc3)[C@H]2C1	0.1	2.6	-54.2	-0.2	-29.6	1.0	11.3	-28.1
COc1ccc(OC)c(S(=O)(=O)N2CCCC(C(=O)NCc3ccncc3)C2)c1 (stereo unspecified)	0.7	12.2	.	2.6	-2.3	7.8	3.3	-2.2
CC(C)c1cn(CC[C@H]2CC[C@H](NC(=O)C3CC3)[C@@H](CO)O2)nn1	-0.1	6.9	2.7	-3.0	0.6	-21.0	4.5	37.5
C[C@@H]1CN([C@H](C)CO)C(=O)c2cccc(NS(=O)(=O)c3cn(C)cn3)c2O[C@@H]1CN(C)S(=O)(=O)c1ccc(F)cc1	0.5	1.9	0.0	2.1	-1.6	-4.4	0.1	-14.4
CCOC(=O)C1(CC2CCCCO2)CCN(Cc2cn[nH]c2-c2cccc(F)c2)CC1 (stereo unspecified)	0.3	-8.7	8.6	0.8	-5.2	-2.0	-3.5	7.3
O=S(=O)(NC[C@H]1CC[C@@H]2[C@@H](CN2Cc2cccc(-c3ccccn3)c2)O1)c1ccccc1	.	.	-0.6	0.6	-0.3	.	12.5	.
CN(C)C(=O)c1ccc(-c2ccc([C@@H]3[C@H](C#N)N(C(=O)Cc4ccccn4)[C@H]3CO)cc2)cc1	0.0	7.5	-16.8	-1.9	3.9	-0.2	3.1	0.8
CCOc1ccccc1NC(=S)NC(=O)C1CC1	0.0	-9.5	.	-1.4	-2.3	23.1	-2.6	-14.1
COc1ccc(C(=O)Nc2ccccc2C(=O)NCC2CCCO2)cc1 (stereo unspecified)	0.0	12.1	-1.3	-1.5	-2.4	-1.6	-6.2	-4.5
Cc1ccc(S(=O)(=O)N2CCCN(C(=O)CNC(=O)c3cccc(C)c3)CC2)cc1	-0.1	-5.2	5.3	-10.1	-4.4	.	-2.9	0.4
CCCc1c(-c2ccccc2OC)ncn1CCc1ccccc1OC	0.0	27.6	.	4.4	.	.	-2.9	.
Cc1noc(C)c1S(=O)(=O)Nc1ccc2c(c1)C(=O)N([C@@H](C)CO)C[C@@H](C)[C@@H](CN(C)S(=O)(=O)c1cn(C)cn1)O2	0.0	-12.4	5.0	0.8	8.7	2.2	2.4	22.4
O=C(CCCSc1nc2ccccc2[nH]1)NCc1ccccc1F	0.2	-3.5	-7.1	1.6	0.6	-5.6	-4.9	12.1
CN(C)C(=O)C[C@H]1CC[C@H]2[C@@H](COc3ccc(NC(=O)C4CCOCC4)cc3C(=O)N2C)O1	0.3	18.8	0.6	2.2	3.3	46.0	-1.2	2.7
COCC(=O)N1C[C@@H](C)[C@H](OC)CN(C)C(=O)c2ccc(NC(=O)Nc3cccc(F)c3)cc2OC[C@@H]1C	-0.2	4.3	-5.3	.	.	.	.	2.6
C[C@H]1CN([C@@H](C)CO)S(=O)(=O)c2ccc(C3=CCCCC3)cc2O[C@@H]1CN(C)Cc1ccccc1F	0.0	-0.8	8.0	-0.4	13.5	7.2	1.8	-28.9
FC(F)(F)c1ccccc1CN1CCC(Cc2ccccc2)CC1	0.0	-5.0	18.6	1.4	-2.7	-5.6	-7.8	-8.9
CCC(C)N1CCN(C(=O)C2CCN(S(=O)(=O)c3c(C)noc3/C=C/c3ccco3)CC2)CC1 (stereo unspecified)	0.0	-10.8	-0.4	-3.2	4.8	4.5	-3.3	-7.6
COc1cccc(CNC(=O)CCC2CCCN(C(=O)c3ccoc3)C2)c1 (stereo unspecified)	0.1	-21.7	1.9	-0.1	-6.4	-0.4	0.8	-2.3
COc1ccc(NC(=O)CSc2ncn[nH]2)c([N+](=O)[O-])c1	.	11.1	1.9	.	.	2.3	.	2.0
Cc1cc(C)n2nc(-c3ccccc3)cc2n1	0.0	-58.9	-2.0	-2.4	-4.9	.	-6.2	10.0
Cc1noc(C)c1NC(=O)Nc1ccc2c(c1)C(=O)N([C@H](C)CO)C[C@H](C)[C@H](CN(C)C)OCCCC[C@H](C)O2	-1.1	0.3	9.6	3.5	3.5	5.2	-10.1	-3.6
Cc1cc(C)c2nc(-c3ccccn3)cc(C(=O)N3CCCC3)c2c1	0.0	2.5	.	2.6	-2.7	-0.7	5.0	-1.6
Cc1cccc(CCNC(=O)C2CC(O)CN2C(=O)Nc2ccccc2)c1 (stereo unspecified)	0.2	3.0	5.3	4.8	.	0.7	-14.9	5.1
C/C=C/c1ccccc1[C@H]1[C@@H](CO)N(C(=O)NC2CCCC2)[C@H]1C#N	0.0	2.0	13.7	-0.9	1.7	.	4.5	.
CCn1c(SCC(=O)Nc2ccc(F)cc2)nnc1C1CC1	0.3	-5.3	-9.3	7.5	.	-1.0	0.3	-22.7
COc1ccc(C(=O)Nc2c(F)c(F)c(F)c(F)c2F)cc1OC	?	-13.2	.	-1.2	0.0	.	-5.3	.
Cc1cc(-c2ccc(C)c(S(=O)(=O)NCCN3CCC(C)CC3)c2)on1	0.0	15.8	-23.3	-4.6	-2.2	6.9	-6.7	8.9
COc1ccc(-n2nc(C(=O)NCC(=O)N3CCN(c4ccccn4)CC3)c3ccccc3c2=O)cc1OC	0.0	-39.3	-17.3	9.5	8.7	.	-1.4	.
COc1ccc2cc(CCOC3CCCCO3)ncc2c1 (stereo unspecified)	0.0	26.0	12.2	.	.	-0.5	.	3.1
COc1ccccc1Nc1nnc(SCC(=O)N2CC(=O)Nc3ccccc32)s1	0.3	6.2	-3.1	.	.	5.1	.	.

# These rows are one share of the data, so the mix of outcomes need not match the whole.
